EWS-Fli inh: EWS/Fli-driven NR0B1 reporter inhibitors, primary screen, A673 cells, NR0B1 luciferase, luminescence, MLPCN library; viability-normalised; inhibition, % at 12.6 µM; 350,000 compounds, 0.67% hits; AID 651661, 2012;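 active = mean inhibition of at least 50% after viability correction, with every replicate also passing that limit; inconclusive = mean reaches 50% but only one of two replicates passes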;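 also: firefly luciferase signal divided by Alamar Blue viability fluorescence both relative to DMSO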
Xi reactivation: activators of inactive X chromosome reactivation, primary screen, imaging, XiGFP fibroblasts, GFP high-content imaging, set 2. XiGFP mouse fibroblasts, % GFP-positive cells imaging, 3 d; cells co-treated with 5-aza-dC sensitizer; scaled so ellipticine positive control = 100%. 360,000 compounds, 0.055% hits. AID 743238, 2013. activation, % at 7.58 µM;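 active = mean normalized replicate activation at least 10% and every replicate at or above 10%; inconclusive = only one of the two criteria met; inactive = mean below 10% and not all replicates reach 10%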;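 also: 0% = median of on-plate neutral control wells and 100% = ellipticine 6 µM median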
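Schedule: 3 d treatment, 15 min room-temperature fixation; system: 68-5-11 XiGFP fibroblast line; buffer or medium: DMEM plus 5-aza-dC sensitizer; control set: ellipticine 6 µM positive control; compound: one concentration, pinned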
DENV2 CPE rescue: inhibitors of DENV2 cytopathic effect, primary screen, cell-based, plate reader, single concentration | AID 651640, 2012 | DENV2-infected cells, cytopathic effect rescue | 350,000 compounds, 1.7% hits | CPE inhibition, % at 9.99 µM; in the data active = CPE inhibition above about 20%, passing the limit was not always enough; inconclusive = no clear call, values can overlap the other calls; tested in BHK-21 cells;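 also: 0% = median of neutral control wells and 100% = median of positive control wells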
F508del corr: F508del CFTR correction, initial screen, CFBE line, single point; activity (quench increase), % at 7.58 µM; AID 720511, 2013; 350,000 compounds, 0.36% hits; CFBE cells, YFP halide quenching; stimulated with forskolin plus potentiator P3; % fluorescence drop versus neutral controls;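 active = mean added fluorescence quench of at least 8% versus neutral control, with both replicates also reaching 8%; inconclusive = only one of the mean or replicate conditions met; inactive = mean below 8% and not both replicates reaching 8%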;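 also: cells transiently co-express mutant CFTR-F508del with the halide-sensitive YFP; corrector assay measuring rescue of mutant channel to the surface after 24 h compound exposure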
INS-1E GSIS act: GLuc luminescence reporter in INS-1E cells, primary screen for activators of glucose-dependent secretion of insulin; INS-1E GLuc reporter insulin secretion, 2-3 h; activation, % at 16.6 µM; 370,000 compounds, 0.61% hits; AID 743287, 2014;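 active = lowest replicate activation of at least 40%, so every replicate reaches that level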;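 also: 0% = median of neutral control wells and 100% = median of IBMX positive control wells; some compounds called inactive have numbers as strong as hits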
ERp5 inh: inhibitors of ERp5-driven insulin aggregation, primary screen, biochemical, turbidity, absorbance 650 nm, single point. Protein disulfide-isomerase A6 (Homo sapiens), Q15084. 90 min. inhibition, % at 9.99 µM. 350,000 compounds, 0.05% hits. AID 651711, 2012;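 active = mean replicate inhibition above about 25%, with every replicate also reaching it, limit read from the data, passing the limit was not always enough; inconclusive = only one of those two criteria met; inactive = neither criterion met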
Target sequence (Q15084 whole entry, looked up): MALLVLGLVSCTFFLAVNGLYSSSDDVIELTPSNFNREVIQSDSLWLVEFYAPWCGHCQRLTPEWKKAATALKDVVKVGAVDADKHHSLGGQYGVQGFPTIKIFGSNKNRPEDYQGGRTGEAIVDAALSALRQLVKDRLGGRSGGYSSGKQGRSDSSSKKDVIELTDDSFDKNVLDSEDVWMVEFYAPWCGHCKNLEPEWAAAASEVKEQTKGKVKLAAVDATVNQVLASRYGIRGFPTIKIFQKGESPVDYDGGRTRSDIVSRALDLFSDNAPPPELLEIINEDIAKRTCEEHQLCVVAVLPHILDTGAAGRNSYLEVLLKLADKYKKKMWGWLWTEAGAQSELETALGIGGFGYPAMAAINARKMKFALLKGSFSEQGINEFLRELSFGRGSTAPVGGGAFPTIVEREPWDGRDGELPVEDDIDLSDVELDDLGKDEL
ARNT-TACC3 inh: disruptors of ARNT/TACC3 protein interaction, primary screen, biochemical, AlphaScreen, single concentration; 390,000 compounds, 0.66% hits; Transforming acidic coiled-coil-containing protein 3 (Homo sapiens), Q9Y6A5; AlphaScreen His-ARNT PAS-B/GST-TACC3 binding, luminescence; TACC3 fragment carries E629A point mutation; inhibition, % at 9.99 µM;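 active = mean inhibition of replicates at least 50% and at least half of replicates each reaching 50%; inconclusive = half or more replicates reach 50% but mean below 50%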;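 also: 0% = complete ARNT plus TACC3 wells and 100% = ARNT alone without TACC3; many hits fall short of the cut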
PAX8 reporter: inhibitors of PAX8-driven TPO luciferase reporter, primary screen, RMG-I cells, single concentration; SteadyGlo, 24 h; inhibition, % at 12.6 µM; 360,000 compounds, 1.2% hits; AID 652154, 2013;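 active = mean replicate inhibition at least 60% with every replicate also reaching 60%; inconclusive = only one of the two criteria is met; inactive = mean below 60% and not all replicates reaching 60%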;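 also: luciferase light reporting Pax8 driven TPO promoter activity; plate controls were median of neutral control wells for no effect and mitoxantrone controls for full effect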
Numbers without * were called inactive; ? = inconclusive; . = not tested or not shown.

Values run as follows: EWS-Fli inh	Xi reactivation	DENV2 CPE rescue	F508del corr	INS-1E GSIS act	ERp5 inh	ARNT-TACC3 inh	PAX8 reporter
#1 C[C@@H]1CN([C@@H](C)CO)S(=O)(=O)c2ccc(C#CCC3CCCC3)cc2O[C@H]1CN(C)C(=O)c1cnccn1
    9	0.2	-7	0.0	-17	-5	0	.
#2 CN(Cc1ccccc1F)C(=O)c1ccc(Oc2ccccc2)cc1
    -15	0.0	15	-0.1	-7	-1	-12	-16
#3 CC(=O)Oc1ccc(Cn2c(C)c(C(=O)NCc3ccc4c(c3)OCCO4)sc2=O)cc1
    0	0.1	.	0.6	-13	-1	.	15
#4 O=C(Nc1ccc(N2CCOCC2)cc1)c1ccc2c(c1)OCO2
    -69	0.0	-5	1.5	2	-6	-8	-110
#5 CCOc1ccc(CCNC(=O)COC(=O)CSc2ccc(C)cc2)cc1OCC
    4	0.4	-4	-3.3	20	5	-2	3
#6 Cn1c(N/N=C/c2cccs2)nc2c1c(=O)n(Cc1ccccc1)c(=O)n2C
    .	1.2	.	.	24	.	14	-25
#7 CCCc1nnc(NC(=O)C2CCN(C(=O)c3ccco3)CC2)s1
    -11	0.0	-8	-2.0	4	2	-9	8
#8 CO[C@@H]1CN(C)C(=O)c2ccc(NC(=O)c3cc(C)on3)cc2OC[C@@H](C)N(C(=O)C2CC2)C[C@H]1C
    -4	0.1	13	-0.5	1	6	7	-1
#9 C/C=C/c1ccc([C@H]2[C@@H](CO)N(CC3CCOCC3)C23CN(C(=O)COC)C3)cc1
    -13	0.0	3	0.6	5	-3	.	-11
#10 COC(=O)c1ccccc1C(=O)N1CCCC(C(=O)c2ccc(OC)c(OC)c2)C1 (stereo not drawn)
    .	0.0	-9	-2.1	34	2	-6	5
#11 CC1(C(=O)O)CCN1C(=O)c1cccc(C(F)(F)F)c1 (stereo not drawn)
    -3	0.0	4	-2.9	.	7	.	-2
#12 CO[C@@H]1CN(C)C(=O)c2cc(NC(=O)C3CC3)ccc2OC[C@@H](C)N(Cc2cncnc2)C[C@H]1C
    -7	0.4	17	0.4	5	0	-10	-11
#13 Cc1ccc(NC(=O)c2ccccn2)cc1S(=O)(=O)N1CCOCC1
    -4	0.0	2	-3.0	5	2	4	-2
#14 CCN(C(=O)c1ccco1)c1nc(CC(=O)Nc2ccc(Cl)cc2)cs1
    5	.	2	0.8	-4	4	-3	.
#15 CNC[C@@H]1OCCCC[C@@H](C)Oc2ccc(NS(C)(=O)=O)cc2C(=O)N([C@@H](C)CO)C[C@H]1C
    -1	-0.6	.	-2.1	19	.	.	-2
#16 COCC(=O)N1CCC2(CC1)CN(C(=O)c1ccccn1)[C@@H](CO)c1c2c2ccc(OC)cc2n1C
    8	0.0	1	0.5	14	-12	.	.
#17 COc1ccccc1N1CCN(S(=O)(=O)c2ccc3c(c2)NC(=O)CS3)CC1
    .	0.3	2	-0.4	-4	1	1	5
#18 CNC[C@H]1Oc2ccc(NC(=O)c3ccncc3)cc2CC(=O)N([C@@H](C)CO)C[C@@H]1C
    -3	2.8	-4	-2.1	1	1	-4	-10
#19 CCn1c(/C=N/n2cnnc2)nc2ccccc21
    7	.	0	1.4	29	0	-4	.
#20 COc1ccc(NC(=O)CCN2CCN(S(=O)(=O)c3ccc(Cl)cc3)CC2)cc1
    5	.	0	-1.1	-3	-7	-28	.
#21 O=c1c(Cc2ccc(Cl)cc2)c(O)ccn1Cc1cccs1
    -49	-0.8	-7	-1.4	3	-3	4	4
#22 O=C(c1cn2ccccc2n1)N1CCc2c([nH]c3ccccc23)C1c1ccccn1 (stereo not drawn)
    10	0.2	-7	.	-11	1	0	2
#23 CCc1nnc(NC(=O)CSc2nncc(=O)n2N)s1
    -14	0.2	16	0.7	15	-7	-6	.
#24 Cc1ccc(-c2nnn(CC(=O)N(CC(=O)NC3CCCC3)c3cccc(F)c3)n2)o1
    -4	0.5	3	1.7	11	1	-4	5
#25 CCCNC(=O)N(C)C[C@@H]1Oc2ncc(C3=CCCCC3)cc2C(=O)N([C@H](C)CO)C[C@H]1C
    1	-0.2	3	1.7	28	4	.	.
#26 O=[N+]([O-])c1ccc2[nH]c(=S)sc2c1
    -1	0.3	-2	0.2	-20	-3	3	13
#27 Cc1onc(-c2c(F)cccc2Cl)c1C(=O)OCC(=O)Nc1cccc(S(=O)(=O)N(C)C)c1
    16	0.0	12	1.0	-28	-13	0	9
#28 Cc1ccc(OC(=O)CCC(=O)NC(C)c2ccccc2)cc1 (stereo not drawn)
    5	0.1	-5	.	.	3	9	3
#29 CCOc1ccc(C(=O)NC(=S)Nc2ccc(N3CCOCC3)c(Cl)c2)cc1[N+](=O)[O-]
    72*	0.0	3	.	4	7	-6	-10
#30 Cc1nc2ccc(NC(=O)c3cncc(Br)c3)cc2s1
    -77	.	1	-0.3	8	10	4	-141

Part of the list above in order of molar mass, ascending:
Values run as follows: EWS-Fli inh	Xi reactivation	DENV2 CPE rescue	F508del corr	INS-1E GSIS act	ERp5 inh	ARNT-TACC3 inh	PAX8 reporter
#7 CCCc1nnc(NC(=O)C2CCN(C(=O)c3ccco3)CC2)s1
    -11	0.0	-8	-2.0	4	2	-9	8
#6 Cn1c(N/N=C/c2cccs2)nc2c1c(=O)n(Cc1ccccc1)c(=O)n2C
    .	1.2	.	.	24	.	14	-25
#10 COC(=O)c1ccccc1C(=O)N1CCCC(C(=O)c2ccc(OC)c(OC)c2)C1 (stereo not drawn)
    .	0.0	-9	-2.1	34	2	-6	5
#18 CNC[C@H]1Oc2ccc(NC(=O)c3ccncc3)cc2CC(=O)N([C@@H](C)CO)C[C@@H]1C
    -3	2.8	-4	-2.1	1	1	-4	-10

(list continues)
Values run as follows: EWS-Fli inh	Xi reactivation	DENV2 CPE rescue	F508del corr	INS-1E GSIS act	ERp5 inh	ARNT-TACC3 inh	PAX8 reporter
#31 CCOCc1nnc(NC(=O)c2cccc(OC)c2)s1
    -51	0.0	-2	2.3	-4	2	-22	-33
#32 CN(C)S(=O)(=O)c1cccc(NC(=S)NNC(=O)c2cc3ccccc3cc2O)c1
    -6	0.0	10	2.4	8	1	28	1
#33 C[C@@H]1CN([C@H](C)CO)S(=O)(=O)c2ccc(C#Cc3ccc(F)cc3)cc2O[C@H]1CN(C)S(=O)(=O)c1cn(C)cn1
    2	-1.1	-5	1.2	-17	1	7	21
#34 O=C(C[C@H]1C=C[C@@H](NS(=O)(=O)c2ccccc2)[C@@H](CO)O1)NCc1ccccc1F
    -12	-0.1	-8	-0.7	-13	1	-3	3
#35 C[C@@H](O)C#Cc1cnc2c(c1)C(=O)N([C@@H](C)CO)C[C@H](C)[C@@H](CN(C)Cc1cncnc1)O2
    -5	0.2	-6	0.4	23	-1	-1	-1
#36 COc1ccccc1CNC(=O)CN1C(=O)c2ccccc2S1(=O)=O
    8	-0.1	5	1.0	20	-2	-7	-2
#37 COc1ccc(S(=O)(=O)Nc2cccc(-c3ccc4nncn4n3)c2)c(OC)c1
    -6	0.0	1	-2.5	39	1	16	-9
#38 C=CCNC(=O)CSc1nc2sc3c(c2c(=O)n1CCC)CCC3
    10	0.0	3	-0.7	9	-5	-5	7
#39 COc1cc(/C=N/Nc2ccc(Cl)nn2)cc(OC)c1O
    11	0.1	14	-1.9	-1	4	21	-8
#40 O=C(CN(C(=O)CNC(=O)c1ccco1)c1ccc2c(c1)OCCO2)NC1CCCC1
    -6	0.2	.	3.7	1	3	.	1
#41 O=C(C1CCC1)N1C[C@@H]2[C@H](c3ccccc31)[C@H](CO)N2S(=O)(=O)c1ccccc1
    -9	0.3	-10	1.1	3	-2	-4	-7
#42 CCCCc1nc(Cl)c(CO)n1Cc1ccc(-c2ccccc2-c2nnn[nH]2)cc1
    1	-0.1	1	-1.7	.	-6	-1	9
#43 COc1ccc(NC(=O)C2(C)CCN2Cc2ccc3ccccc3c2)cc1OC (stereo not drawn)
    8	0.0	-8	2.8	.	1	.	-14
#44 CC(C)CC#Cc1cnc2c(c1)C(=O)N([C@H](C)CO)C[C@@H](C)[C@@H](CN(C)C(=O)c1ccccc1F)O2
    -7	0.2	-9	-3.5	-10	-4	14	.
#45 C[C@H]1CCCCO[C@H](CN(C)C(=O)c2ccncc2)[C@@H](C)CN([C@@H](C)CO)C(=O)c2cc(NS(C)(=O)=O)ccc2O1
    -13	-0.9	10	3.5	4	1	-7	.
#46 CCOC(=O)NC1Cc2ccccc2C1Sc1ccccn1 (stereo not drawn)
    5	0.2	-2	1.5	3	2	10	16
#47 CC(C)CCNC(=O)C(Cc1ccccc1)NS(=O)(=O)c1ccc2c(c1)c(=O)n(C)c(=O)n2C (stereo not drawn)
    1	0.2	3	-0.1	.	-5	.	16
#48 CCCCS(=O)(=O)N1CCCc2nc(CC)c(CC)cc21
    0	0.0	-6	-2.1	.	1	.	-6
#49 COC(=O)COc1cccc2c(=O)n(CC(=O)N3CCCCC3)ccc12
    6	1.4	4	-2.0	9	2	-2	5
#50 Cc1c(Cl)cnc(NC(=O)COC(=O)/C=C/c2ccco2)c1Cl
    3	0.3	-2	-2.8	35	1	-1	-2
#51 C[C@@H]1CCCCO[C@H](CN(C)C(=O)Nc2cccc3ccccc23)[C@@H](C)CN([C@H](C)CO)C(=O)c2cc(NC(=O)Nc3ccc(F)cc3)ccc2O1
    9	0.2	-5	-2.5	19	1	24	26
#52 COc1cc2c(cc1OC)C(c1ccccc1[N+](=O)[O-])=NCC2
    1	0.1	-17	3.2	12	-1	.	-8
#53 CN1CCN(c2nc(-c3ccccc3O)nc3ccccc23)CC1
    2	0.0	-6	2.1	-8	-4	-2	1
#54 Cc1ccc(C(=O)Nc2ccccc2C(=O)N2CC(C)OC(C)C2)cc1 (stereo not drawn)
    1	0.0	?	0.6	26	1	.	-3
